DT40 TDP1 no CPT – qHTS for Inhibitors of human tyrosyl-DNA phosphodiesterase 1 (TDP1): qHTS in cells in absence of CPT. DT40 Tdp1-/- hTDP1 cells, no CPT, ATP luminescence, 48 h. Potency, µM (titrated, usually from 46.2 µM), without a hit: top-dose activity change, negative = growth inhibition, most hits filed as inhibitors. 420,000 compounds, 15% hits. AID 686978, 2013; also: nearly all actives have a fitted effect of over 55% in size
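Cells were dispensed at 400 per well, compounds added by pin tool, plates incubated ≥48 hr at 37 °C, then CellTiter-Glo added for 30 min at room temperature before luminescence reading. Line: DT40 Tdp1-/- complemented with hTDP1; camptothecin omitted.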
DT40 TDP1 CPT – growth inhibition of DT40 Tdp1-/-;hTDP1 cells with camptothecin (screen for TDP1 inhibitors); chicken DT40 Tdp1-/-;hTDP1 cells + 20 nM CPT, ATP luminescence, 48 h; Potency, µM (highest dose often 46.2 µM), without a hit: at the highest dose activity change, negative = growth inhibition, actives largely listed as inhibitors; 420,000 compounds, 12% hits; also: nearly all actives have a fitted effect of over 55% in size
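Chicken DT40 Tdp1-/- cells complemented with human TDP1, 400 cells/well, exposed to compounds plus 20 nM camptothecin for at least 48 h at 37 C; viability read as ATP content by CellTiter-Glo luminescence.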
TDP1 inh – blocks human tyrosyl-DNA phosphodiesterase 1; recombinant TDP1, AlphaScreen DNA substrate cleavage; Q9NUW8; AID 485290; Potency, µM (titrated, usually from 130 µM), for inactives: at the highest dose activity change, negative = inhibition, hits mostly inhibitors; 350,000 compounds, 0.28% hits; also: nearly all actives have a fitted effect of over 40% in size
Target sequence (Q9NUW8 whole entry, looked up): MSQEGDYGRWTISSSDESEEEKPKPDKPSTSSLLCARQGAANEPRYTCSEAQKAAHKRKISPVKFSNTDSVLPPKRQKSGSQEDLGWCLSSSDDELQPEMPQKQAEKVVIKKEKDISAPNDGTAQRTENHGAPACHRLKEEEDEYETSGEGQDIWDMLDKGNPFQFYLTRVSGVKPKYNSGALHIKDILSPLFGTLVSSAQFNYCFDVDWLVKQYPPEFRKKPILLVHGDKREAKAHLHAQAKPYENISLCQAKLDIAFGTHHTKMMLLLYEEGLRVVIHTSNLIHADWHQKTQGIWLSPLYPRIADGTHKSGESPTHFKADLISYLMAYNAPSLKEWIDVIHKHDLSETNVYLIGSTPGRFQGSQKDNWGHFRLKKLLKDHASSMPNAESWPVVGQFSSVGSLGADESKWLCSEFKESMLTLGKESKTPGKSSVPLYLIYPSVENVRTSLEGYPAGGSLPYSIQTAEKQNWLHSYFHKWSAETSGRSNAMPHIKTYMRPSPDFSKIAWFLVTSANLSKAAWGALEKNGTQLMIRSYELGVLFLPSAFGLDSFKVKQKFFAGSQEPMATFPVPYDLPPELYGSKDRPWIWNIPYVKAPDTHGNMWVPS
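Here, a 5' biotin and 3' phosphotyrosine-FITC DNA oligonucleotide reports Tdp1 activity: intact substrate bridges AlphaScreen beads, while cleavage leaves a 3' phosphate and drops signal. All incubations at room temperature.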
* = called active by the depositor; ? = inconclusive; . = not tested or not shown; [ ] = another dose, or the depositor's remark. Calls follow the shape of the dose curve; as a rule, active = well fitted curve in the direction sought with a large enough effect; inconclusive = small, poorly fitted or top-dose-only effect, or another doubt; inactive = no such curve, though single readings can be large; an effect the other way counts as inactive or inconclusive. % is scaled to controls: 0 for no effect and ±100 for the full control effect; potency is read from the fitted curve at half-maximal effect.

SMILES	DT40 TDP1 no CPT	DT40 TDP1 CPT	TDP1 inh
N#Cc1ccccc1OCC(=O)Nc1ccccc1C(=O)NC1CC1	-24%	6%	-4%
O=C(COC(=O)c1cc2ccccc2cc1O)c1ccccc1	-1%	-2%	2%
O=C(Nc1ccccc1)c1ccc(CSc2ccccn2)cc1	?	?	0%
CCN(CC(=O)Nc1ccc2c(c1)OCCO2)C(=O)/C=C/c1cccc(OC)c1OC	-1%	-5%	.
COc1ccc2c(c1)oc(=O)c1ccccc12	?	-30%	3%
O=C(c1ccc(Cl)c(Cl)c1)N(Cc1ccco1)c1ccc(O)cc1	?	?	0%
Cc1[nH]c(=O)c(C#N)c2c1CCCC2	?	-17%	2%
N#CC1=C(SCC(=O)c2ccccc2)NC2=C(C(=O)CCC2)C1c1ccco1 (stereo not given)	2.6µM*	2.9µM*	0%
O=C(/C=N/O)NCc1ccncc1	4%	13%	2%
Cc1ccc(-c2noc(COc3ccc(Br)c(C)c3)n2)cc1	-12%	-3%	0%
Cn1c2c(c(=O)n(C)c1=O)C(c1cccc(F)c1)C(C#N)=C(N)O2 (stereo not given)	1%	13%	1%
Clc1ccc(-c2nnc(CCc3ccccc3)o2)c(Cl)c1	-10%	-2%	-8%
COc1ccc(OC)c(S(=O)(=O)N2CCC(c3nc4ccccc4[nH]3)CC2)c1	?	?	4%
Cc1c(C)c2cc3c4c(oc3c(C)c2oc1=O)CCCC4	?	?	-1%
COc1ccc(CCNC(=O)COC(=O)c2ccc(S(=O)(=O)N3CCCC3)cc2)cc1OC	-7%	-2%	1%
Cc1onc(-c2c(F)cccc2Cl)c1C(=O)OCC(=O)NCc1ccccc1	?	?	-3%[56.1 µM]
Cc1cccc(NC(=O)CSc2nnc3[nH]c(=O)cc(C)n23)c1C	7%	-4%	0%
Cc1cc(C)nc(-n2ncc3c2CC(c2ccc(F)cc2)CC3=O)n1 (stereo not given)	-22%	-19%	6%
CCOC(=O)c1[nH]c(C)c(/C(O)=C2\C(=O)C(=O)N(CCCN(CC)CC)C2c2cccnc2)c1C (stereo not given)	1%	-8%	.
Cc1ccccc1OCCC(=O)Nc1ccccc1C(=O)NC1CC1	-7%	-23%	0%
CSc1ncccc1C(=O)Nc1ccc(OC(F)(F)F)cc1	15µM*	?	2%
Cc1ccccc1OC1CCN(C(=O)C2CCC(=O)N(C3CCCC3)C2)CC1 (stereo not given)	15µM*	?	4%
CC1(C)CC(=O)C(C=NCCN2CCN(CCc3ccccc3)CC2)=C(O)C1	-18%	-16%	0%
O=C(OCc1cn([C@H]2CN(Cc3cccs3)[C@@H](c3ccccc3)C[C@@H]2O)nn1)c1ccccc1	21µM*	18µM*	.
COc1ccc(N=C2C(=Nc3ccc(OC)cc3)N(c3ccc(OC)cc3)C(=S)N2c2ccccc2)cc1	18µM*	21µM*	11%

At a glance, part of the list above:
SMILES	DT40 TDP1 no CPT	DT40 TDP1 CPT	TDP1 inh
N#Cc1ccccc1OCC(=O)Nc1ccccc1C(=O)NC1CC1	-24%	6%	-4%
O=C(COC(=O)c1cc2ccccc2cc1O)c1ccccc1	-1%	-2%	2%
O=C(Nc1ccccc1)c1ccc(CSc2ccccn2)cc1	?	?	0%
CCN(CC(=O)Nc1ccc2c(c1)OCCO2)C(=O)/C=C/c1cccc(OC)c1OC	-1%	-5%	.
COc1ccc2c(c1)oc(=O)c1ccccc12	?	-30%	3%
O=C(c1ccc(Cl)c(Cl)c1)N(Cc1ccco1)c1ccc(O)cc1	?	?	0%
Cc1[nH]c(=O)c(C#N)c2c1CCCC2	?	-17%	2%
N#CC1=C(SCC(=O)c2ccccc2)NC2=C(C(=O)CCC2)C1c1ccco1 (stereo not given)	2.6µM*	2.9µM*	0%
O=C(/C=N/O)NCc1ccncc1	4%	13%	2%
Cc1ccc(-c2noc(COc3ccc(Br)c(C)c3)n2)cc1	-12%	-3%	0%
Cn1c2c(c(=O)n(C)c1=O)C(c1cccc(F)c1)C(C#N)=C(N)O2 (stereo not given)	1%	13%	1%
Clc1ccc(-c2nnc(CCc3ccccc3)o2)c(Cl)c1	-10%	-2%	-8%
COc1ccc(OC)c(S(=O)(=O)N2CCC(c3nc4ccccc4[nH]3)CC2)c1	?	?	4%
Cc1c(C)c2cc3c4c(oc3c(C)c2oc1=O)CCCC4	?	?	-1%
COc1ccc(CCNC(=O)COC(=O)c2ccc(S(=O)(=O)N3CCCC3)cc2)cc1OC	-7%	-2%	1%
Cc1onc(-c2c(F)cccc2Cl)c1C(=O)OCC(=O)NCc1ccccc1	?	?	-3%[56.1 µM]
Cc1cccc(NC(=O)CSc2nnc3[nH]c(=O)cc(C)n23)c1C	7%	-4%	0%
Cc1cc(C)nc(-n2ncc3c2CC(c2ccc(F)cc2)CC3=O)n1 (stereo not given)	-22%	-19%	6%
CCOC(=O)c1[nH]c(C)c(/C(O)=C2\C(=O)C(=O)N(CCCN(CC)CC)C2c2cccnc2)c1C (stereo not given)	1%	-8%	.
Cc1ccccc1OCCC(=O)Nc1ccccc1C(=O)NC1CC1	-7%	-23%	0%
CSc1ncccc1C(=O)Nc1ccc(OC(F)(F)F)cc1	15µM*	?	2%
Cc1ccccc1OC1CCN(C(=O)C2CCC(=O)N(C3CCCC3)C2)CC1 (stereo not given)	15µM*	?	4%

New compounds follow
SMILES	DT40 TDP1 no CPT	DT40 TDP1 CPT	TDP1 inh
COCCNC(=O)COC(=O)c1ccc(S(=O)(=O)N2CCOCC2)cc1	-8%	3%	5%
COc1ccc(Br)cc1CNC(=O)C(C)n1nc(C)n2c(cc3occc32)c1=O (stereo not given)	?	-4%	2%
CCCOc1cccc(-c2nc3ccccc3c(=O)o2)c1	?	?	-3%
CC(=O)c1cccc(N(C(=O)c2ccco2)C(C(=O)NC2CCCCC2)c2ccc(C)o2)c1 (stereo not given)	-27%	6%	12%
Cc1ccc2oc(-c3cc(NC(=O)c4ncn[nH]4)ccc3O)nc2c1	?	?	-5%
C[C@H](CO)N1C[C@H](C)[C@@H](CN(C)Cc2ccc(Oc3ccccc3)cc2)Oc2c(NS(=O)(=O)c3cn(C)cn3)cccc2C1=O	?	-26%	6%
COc1cc(C(=O)OC2CCCCC2=O)cc(OC)c1C (stereo not given)	-10%	?	-3%
Cc1ccc(CCNC(=O)C2CCCN2S(=O)(=O)c2ccc3c(c2)CCC(=O)N3)cc1 (stereo not given)	?	?	4%
COc1cccc(C(=O)C2CCCN(C(=O)c3cccc(C#CC(C)(C)O)c3)C2)c1 (stereo not given)	?	?	5%
COc1cc(/C=C2/SC(=S)N(CC(=O)Nc3nc4ccccc4s3)C2=O)cc(OC)c1OC	-11%	-2%	6%
O=C(NCc1ccccc1Cl)[C@H]1CCCN1C(=O)[C@H]1CCCN1C(=O)c1cccs1	-6%	-15%	.
O=C(NCC1CCCO1)C1CC(=O)N(C2CCCC2)C1 (stereo not given)	4%	4%	1%
FC(F)(F)c1cc(-c2ccco2)nc2ncnn12	-14%	-6%	5%
CCCCNS(=O)(=O)c1ccc(NS(=O)(=O)c2c(C)cc(C)cc2C)cc1	?	?	5%
CCC1(c2ccccc2)NC(=O)N(CC(=O)NC2CCCCCC2)C1=O (stereo not given)	8%	4%	0%
COc1ccc(-c2cc(-c3n[nH]c(=S)n3-c3cc(OC)ccc3OC)[nH]n2)cc1	?	-27%	11%
Cc1ccn2c(Nc3ccccc3)c(-c3ccccn3)nc2c1	2.6µM*	4.6µM*	10%
Cc1nn(-c2ccccc2)c(C)c1NC(=O)COC(=O)CCOc1ccccc1	1%	-7%	2%
Cc1ccc(OCC(=O)OCC(=O)c2c(N)n(C)c(=O)n(C)c2=O)cc1C	-7%	-3%	2%
Cc1c(NC(=O)C(C)OC(=O)CCc2c[nH]c3ccccc23)c(=O)n(-c2ccccc2)n1C (stereo not given)	-19%	7%	.
O=C(NCCCn1ccnc1)C(=O)NCC1OCCN1S(=O)(=O)c1ccccc1 (stereo not given)	2%	-10%	0%
CSc1nc2ccc(NC(=O)c3ccco3)cc2s1	?	?	0%
Cc1ccc(C(=O)c2cn[nH]c2-c2ccccc2O)cc1	?	?	3%
C=CCNC(=O)c1onc(CSc2ccc(F)c(F)c2)c1C(=O)NCC=C	3%	3%	.
CC1=CC2C(C(O)CC3(C)C2CC(C)C32OCOC23COCO3)C2(C)C/C(=C\O)C(=O)C=C12 (stereo not given)	2.6µM*	1.6µM*	.

The list goes on:
SMILES	DT40 TDP1 no CPT	DT40 TDP1 CPT	TDP1 inh
O=C(O)CCCSCC(=O)Nc1ccccc1	-9%	-20%	-2%
O=C(CSc1ccc(Cl)cc1)NC1CC1	-19%	-23%	.
CN(Cc1ccccc1)C(=O)c1ccc(NC(=O)C2=CSCCO2)cc1	-2%	1%	1%
CCCOC(=O)c1[nH]c2c(c1C)C(=O)CC(c1cc(OC)c(OC)c(OC)c1)C2 (stereo not given)	4.6µM*	9.2µM*	3%
O=C(CCS(=O)(=O)c1cccc2nonc12)N1CC(=O)N(CCc2ccccc2)C(=O)C1	-7%	?	1%
CCCC(=O)Nc1ccc(NC(=O)c2cc3ccccc3o2)c(OC)c1	?	?	.
CCOC(=O)c1c(C)[nH]c(N=Nc2ccccc2Cl)c1C	?	?	12%
O=C1CSc2ccc(S(=O)(=O)NCc3ccccc3)cc2N1	?	-22%	1%
CCn1cc(C(=O)Nc2ccc3c(c2)OCCO3)c2cc(OC)c(OC)cc2c1=O	?	?	2%
CC1Cc2ccccc2N1C(=S)Nc1cccc(S(=O)(=O)N(C)C)c1 (stereo not given)	?	16µM*	-1%
Nc1c(C(=O)c2ccccc2)sc2nsc(SCCN3CCOCC3)c12	?	-26%	5%
CCOc1cc(NC(=S)NCC2CCCO2)c(OCC)cc1NC(=O)c1ccccc1 (stereo not given)	-10%	-29%	3%
CCOC(=O)N1CCN(S(=O)(=O)CCNC(=O)c2ccc(F)cc2)CC1	-20%	-5%	-1%
O=C(C1=C[C@@H](C2CCCCC2)C[C@@H](OCc2ccc(CO)cc2)O1)N1CCOCC1	-15%	-20%	4%
Cc1cccc(-n2nc3c(c2NC(=O)c2ccco2)CSC3)c1C	-15%	-2%	2%
CC1=NN(c2cc(Cl)c(S(=O)(=O)O)cc2Cl)C(=O)C1	-3%	-2%	.
COc1ccc(Br)cc1CN1CCCC(C(=O)N2CCCCC2)C1 (stereo not given)	-22%	-22%	.
COc1cc(C)c(NC(=O)c2cccc(S(=O)(=O)N3CCCC3)c2)cc1OC	-17%	-15%	1%
O=C(N/N=C/c1ccc([N+](=O)[O-])cc1)c1cccc(N2CCCC2=O)c1	-11%	-2%	-4%[56.1 µM]
Cc1cc(C)c(NC(=O)COC(=O)C2=COCCO2)c(Cl)c1	-2%	11%	.
Cc1cc(NC(=S)N(CCCN2CCOCC2)Cc2ccco2)ccc1Cl	-29%	11%	8%
CS(=O)(=O)c1ccc(Cl)c(NC(=O)c2cc(S(=O)(=O)N3CCOCC3)ccc2N2CCCC2)c1	-17%	-13%	0%
O=C(Nc1ccn(CCCNCc2cccc3ccccc23)c(=O)n1)OCc1ccccc1	?	?	.
Cn1nc(C(=O)NCCc2ccc(S(N)(=O)=O)cc2)c2c1-c1ccccc1S(=O)(=O)C2	5%	1%	1%
CCCCCN(C(=O)CSc1n[nH]c(-c2ccc(C)cc2)n1)c1c(N)n(CCCC)c(=O)[nH]c1=O	-3%	-8%	0%
